rTrxR1 inhibitor = qHTS Assay for Inhibitors of Mammalian Selenoprotein Thioredoxin Reductase 1 (TrxR1): qHTS; AID 588453, 2011; Thioredoxin reductase 1, cytoplasmic (Rattus norvegicus), O89049; hit rate 1% among 390,000; recombinant rTrxR1, NADPH fluorescence consumption, selenite substrate; Potency, µM (titrated, usually from 114 µM), for inactives: at the highest dose activity change, negative = inhibition, usual class: inhibitors; also: potency is read from the fitted curve at half-maximal effect; % is scaled to controls: 0 for no effect and ±100 for the full control effect; nearly all actives have a fitted effect of over 65% in size
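Rat TrxR1 (90 nM in the dispensed reagent) was pre-reduced with 400 uM NADPH for 5 min at room temperature, then incubated with compound for 15 min. After 400 uM selenite was added, NADPH fluorescence (Ex 340/Em 450 nm) was followed for 8 min.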
Vif-APOBEC3G blk = qHTS for Inhibitors of Vif-A3G Interactions: qHTS; hit rate 0.076% among 410,000; Potency, µM (series often up to 46.1 µM), inactives show at the top dose activity, negative = active, most hits filed as inhibitors; AID 602310, 2012; HeLa A3G-eYFP + Vif (tagged APOBEC3G with the HIV-1 protein that degrades it), YFP fluorescence, overnight;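 also: potency is read from the fitted curve at half-maximal effect; % is scaled to controls: 0 for no effect and ±100 for the full control effect; nearly all actives have a fitted effect of over 60% in size; hits raise eYFP signal because A3G escapes Vif-driven loss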
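Read-out is eYFP fluorescence (Ex 488/Em 500-530) from Vif-expressing HeLa A3G-eYFP cells; more signal means A3G escaped Vif-mediated degradation. Cells plated overnight, compound pinned in, incubated overnight at 37 deg C.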
RGS4 inh = Inhibitors of Regulator of G Protein Signaling (RGS) 4: qHTS; Regulator of G-protein signaling 4 (Homo sapiens), P49798; Transcreener GDP fluorescence polarization, RGS4-accelerated GTP hydrolysis; Potency, µM (titrated, usually from 114 µM), without a hit: at the highest dose activity change, negative = inhibition, hits mostly inhibitors; hit rate 0.039% among 390,000; also: potency is read from the fitted curve at half-maximal effect; % is scaled to controls: 0 for no effect and ±100 for the full control effect; nearly all actives have a fitted effect of over 75% in size; some results filed as inactive show a strong effect at the top dose
Target sequence (P49798 whole entry, looked up): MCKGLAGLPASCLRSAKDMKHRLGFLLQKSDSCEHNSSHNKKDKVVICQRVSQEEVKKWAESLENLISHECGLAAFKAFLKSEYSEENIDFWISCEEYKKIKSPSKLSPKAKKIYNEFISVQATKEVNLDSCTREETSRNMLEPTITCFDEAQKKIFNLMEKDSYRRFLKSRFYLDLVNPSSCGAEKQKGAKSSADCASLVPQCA
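MLSMR compounds (23 nl, pin-transferred) preincubated 10 min at room temperature with a 500nM (2x) first reagent, then RGS4 at 900nM (2x) plus Transcreener GDP mix added; fluorescence polarization (620/688 nm) read before and after 90 min at 30 °C.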
Glioma ERSR ind = qHTS for Inducers of the Endoplasmic Reticulum Stress Response (ERSR) in Human Glioma: qHTS. U87-MG GRP78 promoter luciferase reporter, 16 h. Potency, µM, for the others: at the highest dose activation, hits mostly activators. hit rate 0.02% among 420,000; also: potency is read from the fitted curve at half-maximal effect; series mostly up to about 76 µM; % of control where 0% means no effect; nearly all actives have a fitted effect of over 35% in size
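Stably transfected U87-MG human glioma cells carrying a GRP78-based luminescent sensor were seeded at 1000 cells/well, pin-dosed with compounds and incubated 16 h. Luciferase reagent was then added, and end-point luminescence was read after 10 min at room temperature.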
TrxR1 substrate = qHTS Assay for Substrates of Mammalian Selenoprotein Thioredoxin Reductase 1 (TrxR1): qHTS. Thioredoxin reductase 1, cytoplasmic (Rattus norvegicus), O89049. purified TrxR1 substrate turnover, NADPH consumption readout. Potency, µM (top dose mostly 114 µM), for inactives: at the top dose activity change, negative = substrate turnover. hit rate 0.01% among 390,000; also: potency is read from the fitted curve at half-maximal effect; % is scaled to controls: 0 for no effect and ±100 for the full control effect; nearly all actives have a fitted effect of over 50% in size
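Rat TrxR1, dispensed at 90 nM, was prereduced with 400 uM NADPH (final) for 5 min at ~22 deg C, then incubated with compound 15 min before 400 uM selenite. A first-read NADPH fluorescence drop versus no-compound background flagged substrates.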
Vif-APOBEC3F blk = qHTS for Inhibitors of Vif-A3F Interactions: qHTS. HeLa A3F-eYFP + Vif (tagged APOBEC3F with the HIV-1 protein that degrades it), YFP fluorescence increase. Potency, µM (highest dose often 46.1 µM), for inactives: at the top dose activity, negative = active. hit rate 0.2% among 390,000. AID 602313, 2012; also: potency is read from the fitted curve at half-maximal effect; % of control where 0% means no effect; nearly all actives have a fitted effect of over 65% in size
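HeLa cells stably expressing Vif plus C-terminally eYFP-tagged A3F were seeded, incubated overnight at 37 deg C, dosed with compound, incubated overnight again at 37 deg C. Yellow fluorescence (Ex 488/Em 500-530) reported blocked Vif-mediated A3F-eYFP degradation.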
LDHA block = qHTS assay for inhibitors of human lactate dehydrogenase; L-lactate dehydrogenase A chain (Homo sapiens), P00338; purified LDHA, NADH/diaphorase-resazurin fluorescence; hits give low values; activity change, % (values are at about 110 or 230 µM); hit rate 0.15% among 480,000; in the data active = activity change below about -30%;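 also: plate controls were DMSO wells for no effect and wells without enzyme for full effect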
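Human LDH5 at 2 nM final in Tris HCl pH 7.4 with 0.06 mM NADH and 0.2 mM pyruvate, reacted 5 minutes at room temperature. Remaining NADH coupled via diaphorase/resazurin; resorufin fluorescence read at 0 and 20 minutes, normalized to enzyme-free and DMSO wells.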
IDH1 R132H inh = qHTS for Inhibitors of mutant isocitrate dehydrogenase 1 (IDH1): qHTS; Isocitrate dehydrogenase [NADP] cytoplasmic (Homo sapiens), O75874; IDH1-R132H enzyme, NADPH consumption, diaphorase/resazurin fluorescence; Potency, µM (top dose mostly 76.6 µM), without a hit: at the highest dose activity change, negative = inhibition, actives largely listed as inhibitors; hit rate 0.093% among 390,000; AID 602179, 2012; also: potency is read from the fitted curve at half-maximal effect; % is scaled to controls: 0 for no effect and ±100 for the full control effect; nearly all actives have a fitted effect of over 65% in size
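IDH1-R132H (0.5 ug/mL dispensed) in pH 7.5 Tris buffer was preincubated 30 min with compound, then given a substrate mix of 0.016 mM NADPH and 2 mM alpha-KG for 80 min at room temperature; remaining NADPH was read by diaphorase/resazurin fluorescence.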
USP1-UAF1 inh = Inhibitors of USP1/UAF1: Primary Screen; recombinant USP1/UAF1, Ub-Rhodamine cleavage fluorescence; Potency, µM (doses to about 57.1 µM), for inactives: at the top dose activity change, negative = inhibition, usual class: inhibitors; hit rate 0.23% among 390,000; also: potency is read from the fitted curve at half-maximal effect; % is scaled to controls: 0 for no effect and ±100 for the full control effect; nearly all actives have a fitted effect of over 60% in size; inactives centre near -12
Target sequence (O94782 whole entry, looked up): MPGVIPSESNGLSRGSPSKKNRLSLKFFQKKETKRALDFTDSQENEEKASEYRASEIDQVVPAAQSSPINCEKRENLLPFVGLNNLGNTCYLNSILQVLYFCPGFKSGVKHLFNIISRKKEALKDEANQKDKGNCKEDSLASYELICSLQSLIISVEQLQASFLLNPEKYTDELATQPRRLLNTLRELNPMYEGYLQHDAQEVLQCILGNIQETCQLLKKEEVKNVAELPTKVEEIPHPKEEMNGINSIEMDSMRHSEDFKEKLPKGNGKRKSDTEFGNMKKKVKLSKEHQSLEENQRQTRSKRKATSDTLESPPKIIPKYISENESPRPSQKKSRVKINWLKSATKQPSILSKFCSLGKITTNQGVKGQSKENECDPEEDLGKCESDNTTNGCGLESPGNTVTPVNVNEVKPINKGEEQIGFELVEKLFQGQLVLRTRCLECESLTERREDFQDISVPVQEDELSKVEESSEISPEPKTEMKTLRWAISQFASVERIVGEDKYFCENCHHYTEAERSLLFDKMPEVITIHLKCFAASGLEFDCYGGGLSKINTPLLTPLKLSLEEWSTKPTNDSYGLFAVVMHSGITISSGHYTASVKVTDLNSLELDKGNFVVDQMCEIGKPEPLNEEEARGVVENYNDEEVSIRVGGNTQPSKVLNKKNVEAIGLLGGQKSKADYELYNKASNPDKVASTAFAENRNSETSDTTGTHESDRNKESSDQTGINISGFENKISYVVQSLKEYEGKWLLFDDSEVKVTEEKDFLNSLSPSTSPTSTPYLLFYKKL
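In this screen, compounds sit with the deubiquitinase complex (1nM) for 15 min at room temperature before Ub-Rho is added at 150nM final. Fluorescence rise is then followed for 6 reads every 60 seconds.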
Starred values were filed as active, the others as inactive; x = no result given; & = joins results of further samples; [ ] = remark or other dose. Unless noted, calls follow the shape of the dose curve; as a rule, active = well fitted curve in the direction sought with a large enough effect; inconclusive = small, poorly fitted or top-dose-only effect, or another doubt; inactive = no such curve, though single readings can be large; an effect the other way counts as inactive or inconclusive. A portion of the library (hit frequency here may not be typical).

SMILES | rTrxR1 inhibitor | Vif-APOBEC3G blk | RGS4 inh | Glioma ERSR ind | TrxR1 substrate | Vif-APOBEC3F blk | LDHA block | IDH1 R132H inh | USP1-UAF1 inh
COc1cccc(C2c3[nH]c4ccccc4c3C[C@H]3C(=O)N(c4ccccc4C(=O)N4CCC[C@H]4C(=O)O)C(=O)N23)c1 (stereo partly drawn) | 15% | 2% | -4% | -3% | -1% | -6% | -5 | -10% | 3%
COc1ccc(CCN(Cc2cc3cccc(C)c3[nH]c2=O)C(=O)N2CCCC2)cc1OC | 1% | 0% | 45% | 1% | 1% | x | 3 | 4% | 2%
OC(CNCc1ccc(Cl)cc1)COc1ccccc1 (stereo not drawn) | 6% | 0% | -1% | -6% | -1% | 2% | -20 | 2% | 0%
CCS(=O)(=O)N1CCN=C1SCc1ccc(F)cc1 | 35% | 3% | 11% | -2% | 8% | 2% | -2 | 8% | -22%
COC(=O)c1c(-c2ccc(OC)cc2)oc2ccccc12 | 139% | -5% | 14% | 10% | 112%[activator][57.1 µM] | 7% | -2 | 0% | -21%
COCCc1nc2ccc(C(=O)N(C)Cc3cccc(-n4nc(C)cc4C)c3)cc2o1 | 4% | -5% | 17% | 0% | 4% | -5% | -15 | 1% | -17%
COc1ccc(S(=O)(=O)N2CCc3ccccc32)cc1C(=O)OCc1nnc(-c2ccccc2)o1 | 15% | 1% | 15% | 0% | -2% | 9% | -2 | 9% | -20%
CS(=O)(=O)NN1C(=O)c2ccccc2NC1c1ccccc1O (stereo not drawn) | 34%[57.1 µM] | -2% | -3% | 2% | 99% | -11% | -1 | 7% | -7%
Cc1ccc(C(=O)N/N=C2\CCCc3ccccc32)c(C)c1 | 17% | 2% | 1% | -1% | 5% | 1% | -7 | 1% | -24%
COc1ccccc1C(=O)C1CCCN(C(=O)CN2CCCCC2=O)C1 (stereo not drawn) | 19%[57.1 µM] | -5% | -39% | 8% | 3% | 2% | -1 | 4% | -22%
CSC1=NCCN1C(=O)COc1ccccc1 | 0% | 2% | -16% | 0% | -2% | -1% | -2 | -6% | -11%
COc1ccc(C(=O)N[C@H](C(=O)Nc2ccc(S(=O)(=O)N3CCOCC3)cc2)C(C)C)cc1 | 12% | -2% | -3%[11.4 µM] | -7% | 2% | -3% | -1 | 1% | -9%
CCc1ccc(-c2cc3c(=O)n(CC(=O)NCCN4CCCCC4C)nc(C)n3n2)cc1 (stereo not drawn) | 3% | 3% | 3%[11.4 µM] | -4% | 2% | -7% | 0 | -4% | -6%
CC(=O)c1cccc(NC(=O)c2sc(-n3nc(C)c(Cc4ccc5c(c4)OCO5)c3C)nc2C)c1 | 41%[activator] | 5% | -2% | -4% | 9% | 0% | -1 | 9% | -26%
O=C1NC(=O)C2(COC(c3ccccc3Cl)OC2)S1 (stereo not drawn) | 8% | -5% | -18% | -2% | 2% | 6% | -1 | -8% | -18%
CCC(=O)OC1c2ccccc2C(=O)N1Cc1ccccc1 (stereo not drawn) | 3%[57.1 µM] | 0% | -7% | -1% | 7%[57.1 µM] | 4% | 2 | 16% | -18%
CN(C)CCCNC(=S)NCC(c1ccc(Cl)cc1Cl)c1c[nH]c2ccccc12 (stereo not drawn) | -1% | 0% | 3% | -15% | 0% | 10% | -12 | -6% | -13%
COCCCNCCC(CCC(C)C)c1ccc2c(c1)OCO2 (stereo not drawn) | 4%[57.1 µM] | 1% | -17% | 0% | 6%[57.1 µM] | -5% | -12 | 6% | -12%
COc1ccc(N(Cc2cccs2)C(=O)c2ccc(Br)o2)cc1 | 7% | -14% | -5% | -3% | -6% | -12% | 6 | 0% | -5%
CC(C)(C)c1ccc(-c2nc(C#N)c(N3CCC(C(N)=O)CC3)o2)cc1 | 7%[57.1 µM] | 0% | 16% | -1% | 104%[activator][57.1 µM] | 14% | 8 | 9% | -7%
Cc1ccc(-n2ncc3c(N4CCN(c5ccccc5)CC4)ncnc32)c(C)c1 | 44%[activator] | -6% | 29% | 0% | 13% | -2% | -13 | 7% | 0%
COCc1cc(=O)[nH]c(/N=C(\N)Nc2cccc(Cl)c2)n1 | 17%[57.1 µM] | -17% | -10% | -3% | 9% | -23% | -1 | 8% | -16%
Cc1onc(C(=O)Nc2ccc(OC(F)(F)F)cc2)c1[N+](=O)[O-] | 15% | 1% | 9%[56.9 µM] | 1% | -3% | -7% | -4 | -2% | -17%
Cc1cc(C)n(C(C)Sc2ccccc2)n1 (stereo not drawn) | 13% | 3% | 12% | -4% | 7% | -4% | 3 | 12% | -29%
Cc1csc(NC(=O)C2CC(=O)N(c3ccc4c(c3)OCCO4)C2)n1 (stereo not drawn) | 13% | -5% | 11% | -4% | 3% | -4% | 1 | -4% | -6%
CC(C)c1ccc(NC(=O)C2CC(=O)N(C(C)C)C2)cc1 (stereo not drawn) | 7% | 1% | -15% | 1% | 4% | x | 1 | 3% | -16%
Cc1ccc(C(=O)Nc2ccc(N3CCOCC3)nc2)cc1 | 15% | -3% | 8% | 1% | -2% | 3% | -1 | 14% | -10%
O=S(=O)(NCc1ccc(Cl)cc1)c1ccc(-c2cnc(C3CC3)o2)cc1 | 8%[57.1 µM] | 2% | -7% | -3% | 5%[57.1 µM] | -1% | -12 | -5% | -22%
Cc1ccc(NC(=O)CN(C)C(=O)CNC(=O)c2sc3ccccc3c2Cl)cc1 | 9% | 0% | -26% | 1% | 1% | 1% | -1 | 6% | -23%
CCOC(=O)CC1C(=O)NCCN1C(=O)COc1ccc(C(C)(C)C)cc1 (stereo not drawn) | 10% | -3% | 10% | 0% | 0% | -17% | -10 | -1% | -13%

No new results follow: an excerpt of the list.
SMILES | rTrxR1 inhibitor | Vif-APOBEC3G blk | RGS4 inh | Glioma ERSR ind | TrxR1 substrate | Vif-APOBEC3F blk | LDHA block | IDH1 R132H inh | USP1-UAF1 inh
Cc1cc(C)n(C(C)Sc2ccccc2)n1 (stereo not drawn) | 13% | 3% | 12% | -4% | 7% | -4% | 3 | 12% | -29%
Cc1csc(NC(=O)C2CC(=O)N(c3ccc4c(c3)OCCO4)C2)n1 (stereo not drawn) | 13% | -5% | 11% | -4% | 3% | -4% | 1 | -4% | -6%
CC(C)c1ccc(NC(=O)C2CC(=O)N(C(C)C)C2)cc1 (stereo not drawn) | 7% | 1% | -15% | 1% | 4% | x | 1 | 3% | -16%

Next structures:
SMILES | rTrxR1 inhibitor | Vif-APOBEC3G blk | RGS4 inh | Glioma ERSR ind | TrxR1 substrate | Vif-APOBEC3F blk | LDHA block | IDH1 R132H inh | USP1-UAF1 inh
CCOc1ccc(N(CC)S(=O)(=O)c2cccc3nsnc23)cc1 | -18% | -7% | -14% | -5% | -14% | -10% | -3 | 20% | -5%
COc1ccccc1CN1CC(C(=O)N2CCC(C(=O)c3ccccc3)CC2)CCC1=O (stereo not drawn) | 21% | 2% | 3% | 5% | 1% | 3% | -1 | 5% | -20%
N#CC(c1ccc(O)cc1)N1CCN(C(C#N)c2ccc(O)cc2)CC1 (stereo not drawn) | -12% | -2% | -44% | -4% | -13% | -8% | 22 | 3% | -19%
O=C(Cn1c(SCCOc2ccc(Cl)cc2)nc2ccccc21)N1CCCCC1 | 4% | -5% | -8% | -3% | 2% | -2% | -3 | -7% | -22%
COCCCNC(=O)CCn1c(=O)c2ccccc2n(CC(=O)Nc2c(C)cc(C)cc2C)c1=O | 33% | -6% | 6% | -3% | 13% | -4% | -4 | -15% | -4%
N#Cc1ccc(Cl)cc1NC(=O)COC(=O)c1cccc(S(=O)(=O)N2CCOCC2)c1 | 12% | -1% | -5% | -4% | 1% | 3% | -1 | 5% | -4%
CCCc1nc(SCC(=O)Nc2cc(C)on2)c2c(=O)n(C)c(=O)n(C)c2n1 | 268% | 4% | -7% | -1% | 46% | 4% | 0 | 8% | -18%
Cc1ccc(N=C2NC(=O)c3cccc([N+](=O)[O-])c32)cc1 | -11% | 2% | 10% | 1% | -13% | 0% | -11 | -2% | -3%
Cc1nn(CC(=O)c2ccccc2Cl)c(C)c1[N+](=O)[O-] | 3%[57.1 µM] | -7% | -18% | -3% | 6%[57.1 µM] | -11% | -6 | 1% | -6%
CC(C)C(=O)Nc1nnc(S(=O)(=O)N(C)Cc2ccc(F)cc2)s1 | 22% | 3% | -15% | -2% | 3% | -3% | -1 | 12% | -11%
COc1cc(C2c3c(n[nH]c3C)C(=O)N2c2ccc(C)cc2)ccc1O (stereo not drawn) | 32µM* | -6% | -3% | -6% | 7%[57.1 µM] | -10% | 2&1 | 4% | -11%
Cc1cc(=O)oc2c(C)c(OCC(=O)c3ccccc3)ccc12 | 3% | 3% | 15% | -1% | -7% | -4% | -12&6 | -5% | -5%
